Source: PubChem BioAssay (Sanford-Burnham Center for Chemical Genomics)
tim23-1 inh: inhibits growth of tim23-1 mutant yeast; S. cerevisiae tim23-1 growth, BacTiter-Glo luminescence, 24 h; inhibition, % at 20 µM; 330,000 compounds, 1.3% hits;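 active = growth inhibition of the mutant yeast at or above 50%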;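 also: temperature-sensitive mutant grown at 25 °C; plate controls were DMSO-treated mutant yeast for no effect and medium wells lacking yeast for full effect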
NALP3 yeast inh: blocks the NALP3 inflammasome reconstituted in yeast; Yeast reconstituted NLRP3/ASC/caspase-1, beta-gal luminescence, 24 h; inhibition, % at 10 µM; 330,000 compounds, 0.39% hits; AID 2825;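 active = inhibition of 50% or more; inactive = inhibition below 50%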;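 also: plate controls were induced DMSO wells for no effect and uninduced yeast grown without galactose for full effect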
APJ ag: agonists of human APJ apelin receptor | AID 2520 | 330,000 compounds, 0.11% hits | CHO-K1 APJ PathHunter beta-arrestin, luminescence; 0% DMSO wells, 100% apelin | P35414 | activation, % at 20 µM;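 active = activation more than six SD over the plate average, tested at 20 µM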;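 also: 0% = DMSO alone and 100% = apelin-13 at 10 nM; some results filed as inactive read as strong as hits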
Target sequence (P35414 whole entry, looked up): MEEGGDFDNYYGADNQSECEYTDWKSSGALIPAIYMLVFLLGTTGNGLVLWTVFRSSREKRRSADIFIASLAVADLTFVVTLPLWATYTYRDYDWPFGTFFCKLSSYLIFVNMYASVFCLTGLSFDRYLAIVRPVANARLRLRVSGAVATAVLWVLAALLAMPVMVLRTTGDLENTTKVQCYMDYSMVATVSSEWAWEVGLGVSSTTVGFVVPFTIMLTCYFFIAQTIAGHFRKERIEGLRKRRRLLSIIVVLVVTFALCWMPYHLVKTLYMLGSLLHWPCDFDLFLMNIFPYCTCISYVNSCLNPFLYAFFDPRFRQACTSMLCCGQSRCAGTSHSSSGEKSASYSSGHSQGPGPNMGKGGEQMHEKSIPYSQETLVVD
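Incubation: overnight seeding, 90 min compound at 25 °C, 1 h detection; test system: PathHunter CHO-K1 APJ (AGTRL-1) beta-arrestin reporter cells; amount: 1000 cells/well; doses: one dose, 20 µM compound, 1% DMSO; measured by: beta-gal luminescence; measure: agonist-driven arrestin binding to APJ; benchmarks: negative DMSO alone, positive Apelin-13 at 10 nM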
GRIN3A LBD mod: NR3A (human) ligand-binding domain modulation. NR3A LBD differential scanning fluorimetry, Tm shift; 0% = protein alone, 100% = glycine-bound protein. Tm shift relative to glycine control, % at 25 µM. 340,000 compounds, 2.5% hits. AID 1259313;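 active = melting temperature shift of at least 10% of the positive control shift, at one fixed dose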
tim10-1 inh: inhibits growth of tim10-1 mutant yeast | S. cerevisiae tim10-1 ts strain growth, BacTiter-Glo, 24 h | inhibition, % at 20 µM | 330,000 compounds, 2.2% hits | AID 463190;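 active = inhibition of at least 40%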;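 also: mutant grown at 25 °C; 0% = DMSO wells with yeast and 100% = wells holding no yeast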
TIM10 inh: inhibits growth of TIM10 yeast strain; S. cerevisiae TIM10 strain growth, BacTiter-Glo luminescence, 24 h; 330,000 compounds, 1.4% hits; AID 463195; inhibition, % at 10 µM;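 active = inhibition of 40% or more at the single tested concentration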;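 also: wild-type TIM10 isogenic control strain grown at permissive 25 °C; 0% = DMSO yeast wells and 100% = minimal medium wells without yeast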
APJ antagonist: APJ receptor antagonism; CHO-K1 APJ beta-arrestin complementation, luminescence; 330,000 compounds, 0.32% hits; inhibition, % at 20 µM; P35414;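 active = inhibition above about 40% at 20 µM, limit read from the data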;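 also: cells challenged with 10 nM apelin-13 agonist together with compound; plate controls were apelin-13 plus DMSO wells for no effect and DMSO wells lacking apelin-13 for full effect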
MPTP inh: inhibitors of mitochondrial permeability transition pore | 360,000 compounds, 1.4% hits | isolated mouse mitochondria, Ca2+ swelling absorbance, 30 min | inhibition, % at 10 µM;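 active = inhibition of 50% or more, scaled per plate between neutral and stimulator controls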;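 also: 0% = DMSO wells given calcium and 100% = 1 mM EGTA wells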
beta cell repl: MIN6 beta-cell proliferation induction; MIN6 cells proliferation, ATPlite luminescence, 48 h; cells starved in 0.2% serum; 100% = growth in 10% serum; proliferation, % at 10 µM; 330,000 compounds, 0.29% hits; AID 2380;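 active = compounds whose signal lies at least 3.5 SD above the mean of all wells on their plate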;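 also: 0% = DMSO-treated cells in low-serum medium and 100% = 10% serum control; some compounds called inactive have numbers as strong as hits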
Active calls of the source: *; · = not tested or not shown.

Results follow in this order: tim23-1 inh	NALP3 yeast inh	APJ ag	GRIN3A LBD mod	tim10-1 inh	TIM10 inh	APJ antagonist	MPTP inh	beta cell repl
CCC(=O)NC(=S)N1CCN(c2ccc([N+](=O)[O-])cc2Cl)CC1
    -5	3	-4	2	13	12	-4	-1.5	1
Cc1cc(C#N)c2ccccc2n1
    0	-19	-1	-2	1	3	19	-2.0	0
COc1ccccc1CN1CC(C(=O)NCc2cc(F)cc(C(F)(F)F)c2)CCC1=O (stereo unspecified)
    8	16	-2	1	0	11	11	-1.0	-2
Cc1oc(-c2cccc(Cl)c2)[n+]([O-])c1C
    10	8	-2	2	14	9	3	-0.3	-2
CN1CCC(OC(=O)c2cccc(Cl)c2)CC1
    0	-2	1	1	11	7	2	-0.5	-3
Cc1ccc(C)c(OCc2cc(C(=O)N3CC[C@H](O)C3)no2)c1
    12	4	-2	-1	7	8	5	-1.6	0
Cc1ccc(CCNC(=O)C2CCC(=O)N2C(C)C)cc1 (stereo unspecified)
    13	-20	-3	0	-4	-2	-10	1.0	0
COc1ccc(S(=O)(=O)N2CCOC2CNC(=O)C(=O)NCCN2CCOCC2)cc1 (stereo unspecified)
    -2	4	6	-1	0	6	3	-0.8	3
Cc1cccn2c(CNC3CCCc4ccccc43)c(C(=O)N3CCOCC3)nc12 (stereo unspecified)
    18	-3	-1	-2	-1	-13	-11	1.2	-2
COc1ccc(NC(=O)c2cc3n(n2)C(C(F)(F)F)CC(c2ccc(OC)cc2)N3)cc1 (stereo unspecified)
    9	14	-7	0	14	10	-17	-1.8	-3
COc1cc(CCC(=O)OCC(=O)NCC2CCCCC2)cc(OC)c1OC
    20	-22	-2	0	18	5	0	-1.5	3
O=C(CN1C(=O)c2ccccc2C1=O)Nc1cccnc1
    3	4	-3	0	-11	-5	21	-0.1	-1
Cc1noc(C)c1NC(=O)Nc1cccc2c1O[C@H](CN(C)C(=O)NC1CCCCC1)[C@@H](C)CN([C@H](C)CO)C2=O
    16	18	-3	0	3	0	-2	-0.8	-1
Cc1onc(-c2ccccc2Cl)c1C(=O)N1CC(C)CC(C)C1 (stereo unspecified)
    29	18	-5	0	36	9	10	-0.5	0
Cc1nn(C(=O)c2cccc([N+](=O)[O-])c2)c(C)c1Br
    16	13	-2	-2	24	-6	-8	-0.9	3
COc1ccc(C(=O)COC(=O)CCC(=O)Nc2ccc(C(C)=O)cc2)cc1
    9	2	-6	-15	12	3	-1	0.7	-1
CC(C)c1ccc(S(=O)(=O)N2CCC(C(=O)N3CCC3)CC2)cc1
    -2	9	4	1	-7	4	5	0.7	-2
NC(=O)CSc1nnc(NC(=O)c2ccc(S(=O)(=O)N3CCOCC3)cc2)s1
    6	4	-3	-1	2	3	19	-2.8	2
CCn1c(C(C)NC(=O)c2ccc(OC)c(OC)c2)nc2ccccc21 (stereo unspecified)
    11	2	-11	-1	21	-17	3	0.2	2
Cc1cccc(C)c1Nc1c(-c2ccc(N3CCOCC3)cc2)nc2ncccn12
    19	21	-1	0	19	15	-37	-1.5	-3
Cc1cc2cc(CCNC(=O)CC(C)C)c(=O)[nH]c2cc1C
    -17	6	-3	·	-5	0	-35	·	2
CN(CCc1cnn(C)c1)Cc1cn[nH]c1-c1ccc(-c2ccccc2)cc1
    -9	7	-3	-3	19	15	-7	1.0	0
Cc1ccc(OCCCC(=O)Nc2ccc(N3CCOCC3)cc2)c(C)c1
    6	23	0	0	11	4	-7	-1.4	1
CCOc1ccc(CN(C)Cc2cc(=O)oc3cc(C)c(Cl)cc23)cc1
    28	-3	-5	-1	5	21	7	-1.0	-3
CCSc1nc2c(c(=O)[nH]1)C(c1cccnc1)C(C(=O)OC(C)C)=C(C)N2 (stereo unspecified)
    17	1	-2	-2	13	2	3	0.9	-1
Cc1cc(C(=O)N2CCN(c3cc(Cl)ccc3C)CC2)on1
    31	-9	1	2	29	13	-2	-1.2	-1
Cc1cc(NC(=O)CSc2nc3cc(C(=O)NCCCOC(C)C)ccc3c(=O)n2Cc2ccco2)no1
    -3	-4	-2	-2	5	13	19	2.0	2
Cc1c2cnn(CC(=O)N3CCOCC3)c(=O)c2c(C)n1Cc1ccccc1F
    9	-17	1	-1	4	-4	1	-1.3	2
COc1cc(NS(=O)(=O)c2ccc(Br)cc2)c(OC)cc1NC(=O)c1ccco1
    5	7	0	-8	21	10	3	2.3	-4
CCOc1ccc(CNC(=O)C2CCN(S(=O)(=O)c3ccc4c(c3)CCCC(=O)N4)CC2)cc1
    14	7	0	-3	12	8	-13	-1.2	-1

Remaining list, next part.
Results follow in this order: tim23-1 inh	NALP3 yeast inh	APJ ag	GRIN3A LBD mod	tim10-1 inh	TIM10 inh	APJ antagonist	MPTP inh	beta cell repl
Clc1cccc(-c2cc3nc4c(c(N5CCN(c6cnccn6)CC5)n3n2)CCCC4)c1
    25	1	-3	7	20	23	-3	1.7	-4
O=C(COC(=O)CCC(=O)c1ccccc1)NCCc1ccccc1
    12	15	-4	-1	22	-1	16	0.2	-2
CC(C)(C)C(=O)COC(=O)CCc1nc2ccccc2[nH]c1=O
    5	-8	-2	1	13	0	-3	0.1	-4
COc1ccc(N=C2C(=Nc3ccc(OC)cc3)N(c3ccc(N(C)C)cc3)C(=S)N2c2ccc(OC)cc2)cc1
    16	7	0	-25	11	3	-7	2.6	-2
Cc1cc(C)c(C(=O)COC(=O)c2cccnc2Cl)c(C)c1
    13	17	-4	0	21	20	-4	-0.8	-1
O=C(Nc1ccc(C(F)(F)F)cc1)c1cc(-c2cccnc2)nc2ccc(Br)cc12
    2	6	1	34*	29	18	-11	78*	-6
Nc1cc(N2CCOCC2)c(Cl)cc1[N+](=O)[O-]
    8	24	0	2	3	-8	2	1.8	1
COc1ccc(S(=O)(=O)Cc2ccc(C(=O)N3CCCC3)o2)cc1
    -16	7	-1	0	-8	2	-2	0.4	4
O=C(O)C(CO)(c1ccccc1)c1ccccc1
    -3	-2	-6	-2	-6	-11	7	-0.1	-6
CS(=O)(=O)c1ccc(Cl)c(NC(=O)CCN2C(=O)C3CC=CCC3C2=O)c1 (stereo unspecified)
    -8	12	-1	0	-21	1	14	-1.4	-2
Fc1ccccc1CNCC1CCCO1 (stereo unspecified)
    3	15	-1	-2	-15	5	8	-0.4	-4
COc1ccc(NC(=O)CN(C)C(=O)Cc2ccc3c(c2)OCCO3)cc1
    -2	13	0	1	1	-5	25	-0.8	-2
O=C(NCC(c1ccco1)N1CCN(c2ccccc2F)CC1)C(=O)NC1CCCC1 (stereo unspecified)
    2	12	-3	0	-1	12	-24	-1.6	1
O=C(Cn1cnc2c(cnn2-c2ccc(Cl)cc2)c1=O)N1CCN(c2ccccc2)CC1
    7	6	2	-1	12	13	6	4.1	0
CCOc1ccc(-n2nnc3c(=O)n(CC(=O)N4CCCc5ccccc54)cnc32)cc1
    -1	2	0	15*	-10	-14	14	0.2	-3
NC(=O)C1(N2CCCCC2)CCN(C(=O)c2cccn3c(=O)c4cc(Cl)ccc4nc23)CC1
    11	8	-3	2	2	7	11	-0.7	0
NC(=O)N/N=C/C=C/c1ccccc1
    21	18	-1	1	0	-6	37	0.2	1
Cc1cccc(NC(=O)c2c(-c3ccccc3)noc2C)n1
    11	16	-1	1	13	2	0	-2.1	0
COc1ccc(-c2cc(C(F)(F)F)nc(SCC(=O)N3CCOCC3)n2)cc1OC
    15	11	0	0	9	-7	18	-2.2	-4
Cc1ncoc1C(=O)N1CCCC(C(=O)c2ccc(-c3ccccc3)c(F)c2)C1 (stereo unspecified)
    17	20	-1	-1	-11	14	-9	5.6	-3
Cc1nnc(Cl)c2nn(-c3ccccc3)c(C)c12
    1	3	0	1	-5	-2	8	-5.5	0
O=C(COC(=O)c1cccc(Br)c1)Nc1ccc2[nH]c(=O)[nH]c2c1
    -10	10	4	2	-25	9	-59	-0.4	-4
CCCN1CCN(CC(=O)Nc2nnc(C)s2)CC1
    -8	2	-1	-1	-7	4	10	-0.1	1
O=C(O)CCNc1nc(-c2ccccc2)c2cc(Br)ccc2n1
    10	2	0	-2	12	13	6	0.4	0
COC(=O)c1cccc(NC(=O)CSc2nnc(COc3cccc(C)c3)n2C)c1
    -2	17	-2	3	5	-13	-4	0.8	-4
COc1ccc(OC)c(CN2C(=O)CCC2(C)C(=O)NC2CCCCCC2)c1 (stereo unspecified)
    13	9	-2	-1	19	1	-3	0.4	-1
COc1ccc(C2=NN(c3nc(C)cc(C)n3)C(=O)C2)cc1
    6	8	-7	-1	11	-15	17	-0.1	-3
Cc1cc(C(=O)CN2CCC(C)CC2)c(C)n1-c1ccccc1F
    0	19	-5	9	5	4	18	0.7	-2
CN(C)S(=O)(=O)N1CCCC(C(=O)c2ccc(-c3ccccc3)c(F)c2)C1 (stereo unspecified)
    19	10	-1	-2	10	14	3	5.8	-7
CCN(CC)S(=O)(=O)c1cc(NC(=O)c2cccc(N3C(=O)CCC3=O)c2)ccc1Cl
    10	14	-3	-2	7	-6	0	-3.1	1

Following part
Results follow in this order: tim23-1 inh	NALP3 yeast inh	APJ ag	GRIN3A LBD mod	tim10-1 inh	TIM10 inh	APJ antagonist	MPTP inh	beta cell repl
Cc1c(CC(=O)NCC(=O)O)c(=O)oc2cc3c(cc12)CCC(C)(C)O3
    2	0	0	-1	6	-1	1	-1.1	-1
Oc1ccc(/C=N/NC(=S)N/N=C/c2ccc(O)cc2)cc1
    44	7	6	4	41*	30	-7	0.2	-4
CCN(NC(=O)C(O)(c1ccccc1)c1ccccc1)C(=O)c1ccccc1
    8	11	-4	-1	-1	7	-17	1.2	3
C#CCOCCOCCOCCNc1nc(N2CCOCC2)nc(N2CCN(C(=O)[C@H](CCCN=C(N)N)n3cc(C(N)[C@@H](C)CC)nn3)CC2)n1 (stereo partly specified)
    -2	4	-3	0	-6	9	5	-1.6	-3
CCN(CC)C(=O)CSc1nnc2nnc3cc(C)ccc3n12
    -22	13	0	0	-10	1	16	0.9	-2
COc1cccc(C(=O)N2CCCC(Nc3ccc(C)c(C)c3)C2)c1 (stereo unspecified)
    23	8	-2	-2	12	11	0	2.5	6
COc1ccccc1NS(=O)(=O)c1ccccc1C#N
    15	16	-2	0	5	11	7	-0.8	-2
N#CC1=C(N)OC2=C(C(=O)CCC2)C1c1ccccc1 (stereo unspecified)
    -1	-6	-3	-3	11	0	11	1.1	-2
CCOC(=O)c1sc(C)c2c1NC(C)(c1cccs1)NC2=O (stereo unspecified)
    -2	-9	-1	-1	10	-13	-5	-1.5	0
O=C(Nc1cccc(O)c1)c1cccc(S(=O)(=O)N2CCCCCC2)c1
    7	17	2	-9	9	0	4	0.2	-1
Nc1ncc([N+](=O)[O-])cc1S(=O)(=O)c1ccccc1
    22	6	0	-1	-11	5	13	1.4	1
O=C(c1ccoc1)N1CCC(CO)(CCc2ccccc2)CC1
    8	-8	-5	0	10	7	12	-1.7	-2
CCCCNC(=O)c1cc(C)nc2ccccc12
    10	16	1	0	23	-7	-4	-0.5	-4
Cc1ccc(-c2cc(C(=O)NCc3ccccn3)c3ccccc3n2)cc1C
    31	21	1	-5	21	20	1	-2.5	-6
CC(=O)c1nnn(-c2c(F)cccc2F)c1C
    9	9	-1	-1	11	17	-10	1.8	2
